# Screens deposited in PubChem BioAssay by National Center for Advancing Translational Sciences (NCATS).
# GAA glycogen mod: inhibitors or activators of human alpha-glucosidase glycogen cleavage. recombinant GAA, glycogen substrate, Amplex Red glucose oxidase fluorescence. Potency, µM (top dose mostly 76.4 µM), inactives show at the top dose activity change, negative = inhibition, hits mostly inhibitors. actives 0.38% (n = 300,000). AID 2100;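 note: 0% = full enzyme reaction and -100% = no-enzyme basal signal; the screen sought inhibitors and activators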
#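 Natural-substrate format: glycogen cleavage by 4 nM human enzyme, glucose read by Amplex Red coupling (Ex 573, Em 610 nm). Normalized to enzyme and no-enzyme controls.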
# RGS12 GoLoco inh: blocks human Gai1 binding to RGS12 GoLoco peptide, red readout; P63096; Gai1:RGS12 GoLoco peptide FP, rhodamine, 10 min; Potency, µM (doses to about 61.6 µM), without a hit: at the highest dose activity, negative = inhibition, hits mostly inhibitors; actives 0.44% (n = 230,000); AID 880; active = well fitted inhibition curve with a large enough effect, not every such curve was filed as active; inactive = no such curve, though single readings can be large or run the other way; note: % is set by controls: 0 for no effect and ±100 for the full control effect; nearly all actives have a fitted effect of over 30% in size; many of its hits are not listed in these tables
# Target sequence (P63096 whole entry, looked up): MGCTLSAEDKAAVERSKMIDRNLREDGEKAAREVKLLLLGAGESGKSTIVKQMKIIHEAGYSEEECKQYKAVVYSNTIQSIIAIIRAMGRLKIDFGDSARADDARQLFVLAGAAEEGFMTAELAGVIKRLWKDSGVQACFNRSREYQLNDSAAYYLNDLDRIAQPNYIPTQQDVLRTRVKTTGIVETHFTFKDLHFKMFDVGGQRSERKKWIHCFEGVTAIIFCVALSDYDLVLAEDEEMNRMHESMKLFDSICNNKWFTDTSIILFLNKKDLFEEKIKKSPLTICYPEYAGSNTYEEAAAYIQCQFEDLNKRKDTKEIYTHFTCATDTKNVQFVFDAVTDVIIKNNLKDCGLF
# GAA inh: inhibitors of human lysosomal alpha-glucosidase; Potency, µM (highest dose often 76.9 µM), inactives show at the top dose activity change, negative = inhibition, actives largely listed as inhibitors; AID 1466; actives 0.005% (n = 200,000); purified human GAA, 4-MU-alpha-glucoside fluorescence;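 note: plate controls were uninhibited enzyme wells for no effect and no-enzyme background for full effect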
#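 Read-out is 4-methylumbelliferone fluorescence (Ex 365/Em 440 nm) after NaOH/glycine stop at pH 10. Enzyme 4 nM, substrate 400 uM, pH 5.0 citrate buffer, 20 min room temperature; AC50 from Hill-equation concentration-response.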
# aGlu spleen mod: lysosomal alpha-glucosidase (human) modulation. P10253. human spleen homogenate, 4-MU-alpha-glucoside fluorescence. Potency, µM (titrated, usually from 79.9 µM), for the others: at the highest dose activity change, negative = inhibition, hits mostly inhibitors. actives 0.006% (n = 240,000). AID 2112;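 note: 0% = enzyme with vehicle and -100% = no enzyme basal signal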
#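 Compounds were titrated against alpha-glucosidase in spleen homogenate at pH 5.0, with 1 mM 4-methylumbelliferyl substrate for 40 min at 37 C. Reactions were quenched with pH 10 NaOH/glycine and fluorescence measured.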
# aGal spleen mod: inhibits or activates alpha-galactosidase in human spleen homogenate; human spleen homogenate, 4MU-alpha-Gal fluorescence, 40 min; Potency, µM (top dose mostly 80 µM), without a hit: top-dose activity change, negative = inhibition, hits mostly inhibitors; actives 0.008% (n = 240,000); AID 2107;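 note: 0% = enzyme with vehicle and -100% = no enzyme basal signal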
#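 Spleen homogenate 1 ug + cpd (titration) + 4-MU-alpha-D-galactopyranoside 1 mM; 37C 40 min; 50 mM citrate/phosphate pH 5.0, 0.01% Tween-20; stop pH 10; fluorescence 365/440; AC50 via Hill.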
# JMJD2E inh: blocks human JMJD2E demethylase activity | B2RXH2 | JMJD2E catalytic domain, FDH-coupled NADH fluorescence (FDH is formaldehyde dehydrogenase) | Potency, µM (top dose mostly 57.1 µM), for the others: at the highest dose activity change, negative = inhibition, actives largely listed as inhibitors | actives 1.6% (n = 230,000) | AID 2147; active = well fitted inhibition curve with a large enough effect, not every such curve was filed as active; inconclusive = small, poorly fitted or top-dose-only effect, or another doubt; inactive = no such curve, though single readings can be large or run the other way;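 note: 0% = wells with enzyme and -100% = buffer wells without enzyme; nearly all actives have a fitted effect of over 50% in size; many of its hits are not listed in these tables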
# ALDH1A1 block: ALDH1A1 (human) enzyme inhibition | AID 1030 | Potency, µM (series often up to 75.3 µM), without a hit: at the highest dose activity, negative = inhibition, usual class: inhibitors | actives 7.3% (n = 220,000) | P00352 | Purified ALDH1A1, NADH fluorescence, propionaldehyde substrate; active = well fitted inhibition curve with a large enough effect, not every such curve was filed as active; inconclusive = small, poorly fitted or top-dose-only effect, or another doubt; inactive = no such curve, though single readings can be large or run the other way;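 note: plate controls were no enzyme wells and a reference inhibitor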
# Target sequence (P00352 whole entry, looked up): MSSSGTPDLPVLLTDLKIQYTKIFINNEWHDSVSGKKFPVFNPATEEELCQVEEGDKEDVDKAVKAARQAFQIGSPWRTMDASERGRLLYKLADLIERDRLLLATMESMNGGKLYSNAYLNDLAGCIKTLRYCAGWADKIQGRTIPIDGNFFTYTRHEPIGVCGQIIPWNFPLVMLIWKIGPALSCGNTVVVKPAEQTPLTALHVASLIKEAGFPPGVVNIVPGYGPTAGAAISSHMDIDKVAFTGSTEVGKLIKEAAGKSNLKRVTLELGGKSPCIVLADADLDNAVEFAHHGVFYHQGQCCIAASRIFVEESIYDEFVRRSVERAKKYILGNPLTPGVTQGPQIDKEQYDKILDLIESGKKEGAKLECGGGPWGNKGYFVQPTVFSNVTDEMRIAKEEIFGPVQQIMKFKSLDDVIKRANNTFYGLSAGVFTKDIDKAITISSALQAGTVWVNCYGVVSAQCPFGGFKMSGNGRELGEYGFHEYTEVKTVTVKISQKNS
# SMN2 splice up: increases expression of the SMN2 splice variant; HEK293 SMN2-luciferase splicing reporter, luminescence, 30-36 h; AID 1458; Potency, µM (titrated, usually from 46.1 µM), for inactives: top-dose activity change, positive = activation, hits mostly activators; actives 2.8% (n = 210,000); note: % of control where 0% means no effect; nearly all actives have a fitted effect of over 55% in size
#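 qHTS luciferase splicing reporter: luminescence rises when SMN2 exon 7 is included in transfected HEK293 cells. Compound exposure lasted 30-36 h at 37C, with 4.5 mM final sodium butyrate as control, followed by a ONE-Glo read.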
# Starred values were filed as active, the others as inactive; ? = inconclusive; . = no result given; [ ] = dose if it differs, or a comment. Unless noted, calls come from the whole dose curve; as a rule, active = well fitted curve in the direction sought with a large enough effect; inconclusive = small, poorly fitted or top-dose-only effect, or another doubt; inactive = no such curve, though single readings can be large; an effect the other way counts as inactive or inconclusive. Potency is the fitted concentration of half-maximal effect.
smiles,GAA glycogen mod,RGS12 GoLoco inh,GAA inh,aGlu spleen mod,aGal spleen mod,JMJD2E inh,ALDH1A1 block,SMN2 splice up
COc1ccc(Cl)cc1NC(=O)NC(C)c1ccncc1 (stereo not given),-2.3%,3.2%,-3.5%,2.1%,-9.1%,4.4%,22.7%,.
NC(=O)CC(NC(=S)NCc1ccccc1)C(=O)O (stereo not given),-22.7%,-7.9%,-4.0%,1.4%,-1.4%,-0.8%,?,-12.2%
CCOC(=O)c1cc(-c2ccccc2)n(CC(=O)Nc2ccc(OC)c(OC)c2)c1C,2.3%,8.0%,5.4%,-4.7%,-9.9%,4.6%,7.5%,-2.9%
Cc1nnc(NC(=O)c2ccc(S(=O)(=O)N3CCc4ccccc4C3)cc2)o1,3.6%,7.4%,-8.1%,.,-7.9%,?,-1.5%,-7.5%
c1ccc2c(c1)CC/C2=N/Nc1nc2ccccc2[nH]1,?,6.3%,-1.5%,-2.7%,2.5%,-0.3%,-8.8%,11.2µM*
O=C(c1cc(-c2ccccc2)on1)N1CCCc2ccccc21,-3.8%,-2.9%,-8.1%,-1.4%,-2.1%,2.0%,14.1µM*,.
CCCc1nc(SCc2ccccn2)c2c(=O)n(C)c(=O)n(C)c2n1,7.1%,2.5%,1.7%[15.4 µM],-1.6%,-10.1%,4.5%,0.7%,-4.1%
CCS(=O)(=O)N1CCN(C(C)CCc2ccccc2)CC1 (stereo not given),4.3%,-7.5%,-0.1%,-15.9%,-12.8%,?,-8.2%,-6.8%
CCc1ccc(C(=O)N2CCCC2)s1,9.3%,0.4%,2.9%,0.5%,-0.4%,2.8%,?,11.7%
CCN(CC)c1ccc2c(Cl)c(Br)c(=O)oc2c1,-1.7%,86.7%[activator],8.6%,1.4%,?,?,3.16µM*,-2.7%
COc1ccccc1N1CCN(C(=O)c2cccc3c(=O)c(C)c(-c4ccccc4)oc23)CC1,9.2%,7.8%,-3.0%,-8.2%,3.9%,-2.9%,15.8%,-3.3%
COc1ccc(NC(=O)c2ccc(NC(=O)CN(C)CC(=O)Nc3c(C)cccc3C)cc2)cc1,4.5%,6.1%,-6.2%,3.1%,-13.0%,10.4%,?,.
COC(=O)c1ccc(COc2cccc3c2CCN(Cc2cccc(C)c2)C3=O)o1,6.1%,9.4%,0.5%,-5.0%,1.5%,-8.7%,-9.1%,-54.6%[inhibitor]
Cc1ccc(/C=N\NC(=O)c2cc([N+](=O)[O-])cc([N+](=O)[O-])c2)o1,5.4%,-17.8%,1.5%,-3.3%,-3.0%,-9.3%,-4.9%,-6.3%
O=C1CC[C@@H](C(=O)N2CSC[C@H]2C(=O)O)N1,2.3%,7.8%,-11.0%[15.4 µM],4.2%,-3.7%,4.0%,.,.
COc1ccc(CC(=O)Nc2c3c(nn2-c2cccc(C)c2C)CS(=O)(=O)C3)cc1,-0.5%,5.2%,-0.2%,-8.0%,-15.6%,-17.9%,?,-18.3%
C=CCNC(=S)Nc1cccc(NC(=S)NCC=C)c1,-11.7%,-0.2%,-0.5%,-3.4%,2.3%,2.9%,3.1%,-2.4%
Cc1ccccc1OCC(=O)Nc1nnc(C2CCCCC2)s1,-2.0%,5.9%,.,-7.5%,-4.3%,-0.9%,.,.
O=[N+]([O-])c1ccc(N/N=C/c2cn(Cc3ccc(F)cc3)c3ccccc23)nc1,2.8%,-23.3%,-7.4%,-1.5%,-3.3%,-2.4%,17.8µM*,-51.3%[inhibitor]
Cc1nc2c(-c3ccc(F)cc3)c(C)nn2c(C)c1CCC(=O)NCc1ccco1,-12.6%,-7.5%,-1.0%,8.6%,2.4%,?,-1.8%,-21.1%
Cc1ccc2cc(C(c3nnnn3C3CCCC3)N3CCN(c4ccccc4)CC3)c(=O)[nH]c2c1 (stereo not given),-2.0%,1.6%,-1.1%,-12.7%,-4.4%,?,8.91µM*,12.8%
COc1cc2c(cc1OC)[C@@H]1CC(=O)[C@@H](CC(C)C)CN1CC2,.,-10.4%,.,10.1%,3.6%,?,?,-12.5%
COc1ccc(/C=C(/C#N)c2cccnc2)cc1OC,-0.7%,7.8%,-4.6%[15.4 µM],-8.1%,-3.5%,-23.1%,-0.3%,-54.0%[inhibitor]
Cc1ccc(C(=O)OCC(=O)Nc2ncc(Cl)cc2Cl)cc1NC(=O)c1ccco1,-7.0%,17.0%,-11.1%,2.8%,6.4%,4.8%,?,-2.0%
C=CCNC(=O)C1CCN(S(=O)(=O)c2ccc(Br)cc2)CC1,10.6%,-0.8%,-13.1%,-5.4%,-1.3%,-10.8%,-12.8%,29.8%
CCn1c(COc2ccccc2)nc2ccccc21,1.9%,-4.6%,-4.1%,-2.5%,1.0%,-0.9%,7.1%,2.7%
COc1ccccc1N1CCN(C(c2ccccn2)c2nnnn2C2CCCCC2)CC1 (stereo not given),-3.6%,-2.6%,-2.4%,-5.1%,2.0%,-1.2%,-3.2%,25.5%
O=C1CCC[C@@H]2CC(N3CCCCC3)C[C@@H]3CCN1[C@H]23 (stereo not given in full),.,7.9%[88.7 µM],.,-13.9%[119 µM],-12.3%[119 µM],.,3.5%[120 µM],.
COc1ccc(N2CCN(c3nc(Cl)nc(Nc4ccc(F)cc4)n3)CC2)cc1,-16.7%,-11.1%,-1.9%,1.5%,0.3%,4.2%,-2.6%,-9.3%
CCC(C)NC(=O)c1ccc(C(=O)c2ccccc2)cc1 (stereo not given),5.2%,-1.6%,-4.6%,1.3%,1.3%,8.9%,?,-1.1%

# Gathered by group, those above containing an NH in an aromatic ring.
smiles,GAA glycogen mod,RGS12 GoLoco inh,GAA inh,aGlu spleen mod,aGal spleen mod,JMJD2E inh,ALDH1A1 block,SMN2 splice up
c1ccc2c(c1)CC/C2=N/Nc1nc2ccccc2[nH]1,?,6.3%,-1.5%,-2.7%,2.5%,-0.3%,-8.8%,11.2µM*
Cc1ccc2cc(C(c3nnnn3C3CCCC3)N3CCN(c4ccccc4)CC3)c(=O)[nH]c2c1 (stereo not given),-2.0%,1.6%,-1.1%,-12.7%,-4.4%,?,8.91µM*,12.8%

# (further entries)
SMILES	GAA glycogen mod	RGS12 GoLoco inh	GAA inh	aGlu spleen mod	aGal spleen mod	JMJD2E inh	ALDH1A1 block	SMN2 splice up
Cn1cc(Cl)c(C(=O)NC2CCCCCC2)n1	2.2%	-2.9%	-4.6%	-1.3%	-7.7%	12.9%	2.1%	?
CN(Cc1ccc(C(C)(C)C)cc1)Cc1cccc2ccccc12	.	4.2%	.	-1.7%	-9.4%	.	-6.1%	.
Cc1cc(C)c2nc(SCCC#N)nc(C)c2c1	1.0%	1.9%	-11.6%	-4.4%	-7.5%	-7.5%	-2.9%	-19.2%
COC(=O)C1=C(C)N(Cc2cccnc2)C(=O)/C1=C\c1cccs1	-8.5%	0.4%	-6.6%	1.3%	6.1%	?	-13.7%	.
CCCOc1ccc(N2C(=O)CC(N3CCC(c4nc5ccccc5o4)CC3)C2=O)cc1 (stereo not given)	2.8%	18.7%	0.8%	-4.1%	7.8%	2.0%	-3.4%	-14.2%
CCC(=O)N(C1=C(NC)C(=O)c2ccccc2C1=O)C(C)C	6.9%	-2.5%	-4.0%	-5.8%	2.4%	-16.3%	7.0%	-112.9%[inhibitor]
CC(=O)N1CCc2ccc(S(=O)(=O)Nc3ccccc3Cl)cc21	-11.1%	-6.5%	-0.2%	0.7%	11.1%	2.6%	0.8%	-10.9%
Cc1ccc(NC(=O)c2ccccc2OCc2ccc([N+](=O)[O-])cc2)nc1	18.8%	0.0%	-2.8%	6.3%	0.4%	5.3%	4.8%	19.2%
COc1ccc(Oc2ncc3nc(-c4cn(C)c5ccccc45)c(=O)n(C)c3n2)cc1	.	-5.1%	.	-9.9%	?	.	4.0%	.
CC1CCc2c(C(=O)Nc3ccc(OC(F)(F)F)cc3)csc2C1 (stereo not given)	-7.5%	-1.8%	-4.6%	0.3%	2.0%	-6.6%	6.2%	-0.1%
COc1ccc(C(=O)C2=NN(C(C)=O)CC2c2ccco2)cc1 (stereo not given)	-5.5%	0.4%	-13.1%	-1.5%	2.2%	-8.1%	?	6.7%
NC(=O)/C(=N\OC(=O)c1ccco1)c1nc(-c2ccc(Br)cc2)cs1	-1.6%	1.8%	3.7%	-2.8%	-6.7%	?	12.6µM*	-19.4%
c1ccc2oc(C3=NCCN3)cc2c1	.	5.8%	.	-7.4%	-12.1%	?	?	.
COc1ccc(CC(=O)Nc2cccc(-c3nnc(-c4ccco4)o3)c2)cc1	7.2%	11.6%	10.5%	8.0%	-14.8%	?	?	-18.0%
O/N=C/c1cc(Br)cs1	4.9%	-5.4%	-3.8%	2.5%	0.9%	0.3%	-0.7%	.
COC(=O)c1ccccc1NC(=O)NC1CCCC1	17.0%	1.8%	.	6.8%	-11.6%	?	?	.
COc1ccc(OCC(=O)c2c[nH]c3ccccc23)cc1	-9.0%	2.4%	-0.7%	-9.2%	5.9%	0.1%	-12.3%	25.8%
FC(F)(F)c1cc(-c2ccccc2)nc(NCC2CCCO2)n1 (stereo not given)	3.0%	-12.7%	-8.7%	-3.9%	4.4%	?	-14.2%	-14.4%

# Complete entries, looked up by structure. Order of screens: GAA glycogen mod, RGS12 GoLoco inh, GAA inh, aGlu spleen mod, aGal spleen mod, JMJD2E inh, ALDH1A1 block, SMN2 splice up
# `COc1ccc(CC(=O)Nc2cccc(-c3nnc(-c4ccco4)o3)c2)cc1` is listed with 7.2%, 11.6%, 10.5%, 8.0%, -14.8%, ?, ?, -18.0%
# `c1ccc2oc(C3=NCCN3)cc2c1` is listed with ., 5.8%, ., -7.4%, -12.1%, ?, ?, .

# These rows are one share of the data (hit frequency here may not be typical).
